GLP1R cytotox: qHTS of GLP-1 Receptor Inverse Agonists: Cytotox Screen | HEK293 cAMP-luciferase reporter cells, luminescence, 24 h | actives 0.13% (n = 410,000) | Potency, µM (doses to about 38.3 µM), without a hit: at the top dose activity change, negative = inhibition, most hits filed as inhibitors;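 note: loss of luciferase light is scored as toxicity; potency is the fitted concentration of half-maximal effect; % is set by controls: 0 for no effect and ±100 for the full control effect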
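Step one: seed cells (200 cells/uL, DMEM with 10% Nu serum, 1% pen-strep). Step two: 12-hour incubation at 37 deg C. Step three: pin 23 nL compound, incubate 24 hr. Step four: add luciferase reagent, read luminescence 12 min later.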
KB-V1 cytotox: qHTS assay for MDR1-selective chemotherapeutics: Primary screen using the drug-selected MDR subline cells KB-V1. KB-V1 MDR cells viability, CellTiter-Glo, 72 h. Potency, µM (series often up to 46.1 µM), for inactives: at the highest dose activity change, negative = cytotoxicity, actives largely listed as cytotoxic. actives 3.4% (n = 400,000). AID 1347076, 2019; note: potency is the fitted concentration of half-maximal effect; % is set by controls: 0 for no effect and ±100 for the full control effect; nearly all actives have a fitted effect of over 60% in size
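Compound-treated KB-V1 multidrug-resistant cells, 72 h, 37 degrees C; viability by CellTiter-Glo. Fitted qHTS curves give the values.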
DRD3 antagonist: qHTS of D3 Dopamine Receptor Antagonist: qHTS. D3R cells, DiscoveRx beta-arrestin luminescence, antagonist mode; hits give low values. actives 2.5% (n = 360,000). D(3) dopamine receptor (Homo sapiens), P35462. max response, negative = inhibition, %; in the data active = max response below about -50%; inconclusive = no clear call, values can overlap the other calls; note: % is set by controls: 0 for no effect and ±100 for the full control effect; mostly tested at two doses, the higher about 12 µM
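Cells plated overnight at 1500 cells/well, then exposed to library compounds with dopamine controls for 90 minutes at 37 degrees C. DiscoveRx reagent added for 30–60 minutes at room temperature; luminescence read, quantitative HTS format.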
GLP-1R agonist: qHTS of GLP-1 Receptor Agonists; Glucagon-like peptide 1 receptor (Homo sapiens), P43220; HEK293 GLP-1R CRE-luciferase, luminescence, 4-6 h; cells express a hypersensitive GLP-1R form; Potency, µM (doses to about 45.6 µM), without a hit: at the top dose activation, usual class: activators; actives 0.007% (n = 380,000); note: potency is the fitted concentration of half-maximal effect; % of control where 0% means no effect
Target sequence (P43220 whole entry, looked up): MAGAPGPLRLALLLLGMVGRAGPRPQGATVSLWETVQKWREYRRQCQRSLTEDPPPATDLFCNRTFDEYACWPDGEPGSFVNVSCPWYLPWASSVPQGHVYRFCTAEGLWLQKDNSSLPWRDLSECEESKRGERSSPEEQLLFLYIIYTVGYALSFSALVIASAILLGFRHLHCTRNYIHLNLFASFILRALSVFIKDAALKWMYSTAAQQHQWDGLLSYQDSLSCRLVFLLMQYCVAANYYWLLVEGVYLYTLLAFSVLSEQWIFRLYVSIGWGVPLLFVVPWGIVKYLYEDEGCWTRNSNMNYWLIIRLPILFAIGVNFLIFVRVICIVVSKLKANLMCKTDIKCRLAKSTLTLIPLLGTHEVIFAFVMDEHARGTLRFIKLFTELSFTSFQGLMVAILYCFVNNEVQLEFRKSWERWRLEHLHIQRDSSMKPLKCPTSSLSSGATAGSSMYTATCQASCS
GLP1R inv ag: qHTS of GLP-1 Receptor Inverse Agonists (Inhibition Mode); actives 1.6% (n = 410,000); Potency, µM (series often up to 38.3 µM), for inactives: at the top dose activity change, negative = inhibition, actives largely listed as inhibitors; Glucagon-like peptide 1 receptor (Homo sapiens), P43220; HEK293 GLP-1R CRE-luciferase, luminescence, 24 h; GLP-1R form is constitutively active; note: potency is the fitted concentration of half-maximal effect; % is set by controls: 0 for no effect and ±100 for the full control effect; nearly all actives have a fitted effect of over 55% in size
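GLP-1R inverse agonism mode: basal reporter luminescence in engineered HEK293 cells measured after one day of compound exposure at 37 deg C, with a 12 min room-temperature detection step.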
aSyn yeast inh: qHTS of alpha-syn Inhibitors; Yeast expressing alpha-synuclein, growth rescue, BacTiter-Glo, 24 h; Potency, µM (highest dose often 46.1 µM), without a hit: top-dose growth rescue (activation), usual class: activators; actives 0.14% (n = 370,000); AID 652106, 2013; note: potency is the fitted concentration of half-maximal effect; % of control where 0% means no effect; nearly all actives have a fitted effect of over 65% in size
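Screening used galactose-induced yeast with toxic alpha-synuclein levels, exposed to compound for 24 hr at 30 deg C. Cell growth, read with BacTiter-Glo luminescence, gave the measured signal.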
PTHR1 agonist: qHTS for PTHR1 Agonists: Primary Screen; Parathyroid hormone/parathyroid hormone-related peptide receptor (Homo sapiens), Q03431; Potency, µM (doses to about 115 µM), for the others: at the highest dose activation, most hits filed as activators; HEK293 GP2 PTHR1 cells, GloSensor cAMP luminescence, 1 h; actives 0.075% (n = 410,000); note: potency is the fitted concentration of half-maximal effect; nearly all actives have a fitted effect of over 55% in size; some results filed as inactive show a strong effect at the top dose; inactives centre near -15; many of its hits are not listed in these tables
Target sequence (Q03431 whole entry, looked up): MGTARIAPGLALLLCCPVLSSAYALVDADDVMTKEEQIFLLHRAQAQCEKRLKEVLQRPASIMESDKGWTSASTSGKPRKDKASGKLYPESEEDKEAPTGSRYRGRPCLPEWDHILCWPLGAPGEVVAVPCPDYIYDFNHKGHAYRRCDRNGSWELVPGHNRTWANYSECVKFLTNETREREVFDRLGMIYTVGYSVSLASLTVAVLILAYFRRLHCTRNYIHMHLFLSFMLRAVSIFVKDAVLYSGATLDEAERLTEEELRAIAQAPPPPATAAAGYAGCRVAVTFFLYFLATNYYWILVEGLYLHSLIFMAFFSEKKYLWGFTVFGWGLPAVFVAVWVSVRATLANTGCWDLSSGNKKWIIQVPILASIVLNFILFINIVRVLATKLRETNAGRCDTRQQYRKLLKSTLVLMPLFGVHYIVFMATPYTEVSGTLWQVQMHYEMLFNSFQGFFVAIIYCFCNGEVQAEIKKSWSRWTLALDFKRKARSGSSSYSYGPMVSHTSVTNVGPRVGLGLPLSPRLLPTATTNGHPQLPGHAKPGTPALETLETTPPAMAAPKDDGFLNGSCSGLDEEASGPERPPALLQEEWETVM
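HEK-293-derived GP2 cells expressing PTHR1 and a GloSensor cAMP reporter, 3,000/well, plated overnight, given luciferin plus IBMX (each 0.5 mM as added) for 1 h at 37 °C, then compound for 1 h at 37 °C. Luminescence was read after 15 min at room temperature.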
TDP43 rescue: qHTS of TDP-43 Inhibitors | TDP-43 expressing yeast growth rescue, BacTiter-Glo, 24 h | Potency, µM (titrated, usually from 46.1 µM), without a hit: at the highest dose growth rescue (activation), actives largely listed as activators | actives 1.8% (n = 410,000); note: potency is the fitted concentration of half-maximal effect; % of control where 0% means no effect; nearly all actives have a fitted effect of over 50% in size
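Cell-based yeast growth screen: TDP-43 expression induced in galactose, inoculum OD600=0.02 after raffinose pregrowth to mid-log. Read-out BacTiter-Glo luminescence at 24 hr, 30 deg C; inhibition of toxicity seen as signal increase.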
D3 ag: qHTS of D3 Dopamine Receptor Agonist: qHTS; actives 0.58% (n = 410,000); max activation, %; AID 652048, 2013; D3R DiscoveRx beta-arrestin cells, luminescence, 90 min; D(3) dopamine receptor (Homo sapiens), P35462; in the data active = max activation above about 30%; note: 0% is about no effect; mostly tested at two doses, the higher about 12 µM
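Agonist-mode cell screen: cells plated at 1500/well and incubated overnight at 37 °C, then exposed to library compounds for 90 min at 37 °C. Detection reagent was added for 30–60 min at room temperature, and luminescence was read.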
* = called active by the depositor; i = inactive; ? = inconclusive; / = not tested or not shown; & = joins results of further samples; [ ] = another dose, or the depositor's remark. Unless noted, calls come from the whole dose curve; as a rule, active = well fitted curve in the direction sought with a large enough effect; inconclusive = small, poorly fitted or top-dose-only effect, or another doubt; inactive = no such curve, though single readings can be large; an effect the other way counts as inactive or inconclusive.

SMILES | GLP1R cytotox | KB-V1 cytotox | DRD3 antagonist | GLP-1R agonist | GLP1R inv ag | aSyn yeast inh | PTHR1 agonist | TDP43 rescue | D3 ag
CC1CCCCC1Nc1nc2ccc(Cl)cc2n2cnnc12 (stereo not drawn) | 3.4% | -0.6% | 4.1 | 26.4% | ? | 9.9% | i | 12.6µM* | 35.0*
COc1ccc(/C=N/NC(=O)c2nc(-c3ccccc3)cc(-c3ccccc3)n2)cc1OC | 9.8% | -4.1% | 18.9 | -2.2% | ? | -1.7% | i | -0.8% | -4.6
COc1ccc2c(c1)c1nc3ccccc3nc1n2CCCN1C(=O)c2ccccc2C1=O | 99.1%[activator] | ? | 6.8 | 0.1% | 23.8% | -2.5% | i | -7.3% | 0.8
CC(C)NC(=O)Cn1ncn2c(cc3cc(F)ccc32)c1=O | 2.1% | 0.0% | / | / | 4.3% | / | -33.8%[inhibitor] | 0.0% | 1.3
C[C@H]1CN([C@@H](C)CO)C(=O)Cc2cc(NC(=O)CCN3CCOCC3)ccc2O[C@@H]1CN(C)Cc1ccc(Oc2ccccc2)cc1 | -10.8% | -0.1% | ? | -2.7% | ? | 0.4% | -2.7% | 7.4% | -38.9
O=C(C[n+]1ccccc1)Nc1ccccc1 | 1.7% | -0.2% | 15.3 | -5.5% | -4.5% | 0.4% | i | 16.6% | 3.7
CCS(=O)(=O)Nc1cc2c3c(c1)CCC(=O)N3CCC2 | 4.1% | -5.8% | -12.1 | 13.1% | 13.4% | -2.5% | i | 8.2% | -2.6
Cc1cc(NC(=O)C2CCN(S(=O)(=O)c3cccc4nsnc34)CC2)ccc1Br | -8.9% | -19.7% | / | -2.1% | -3.2% | / | -36.0%[inhibitor] | 13.8% | -14.2
CCOC(=O)Cn1nc(-c2ccccc2)c2cnc3ccc(C)cc3c21 | 0.3% | -4.2% | 34.5 | -2.9% | -2.1% | -3.2% | -13.8% | 31.3% | 1.6
Cc1onc(-c2ccc(Cl)cc2)c1-c1ccnc(SCC(=O)Nc2cc(Cl)cc(Cl)c2)n1 | -17.6% | -8.1% | ? | 1.6% | 3.55µM* | 17.7% | i | 20.1% | -5.6
COCOCCn1cc(CN2CCS(=O)(=O)N(Cc3ccc(-c4ccc(C)cc4)cc3)C(C(C)C)C2=O)nn1 (stereo not drawn) | -13.7% | -6.4% | 10.2 | 11.1% | ? | -2.9% | -33.0%[inhibitor] | 13.4% | -3.2
Cc1noc(C)c1C(=O)Nc1nc(-c2ccc(F)c(F)c2)cs1 | -10.3% | 20.6µM* | 7.0 | -16.6% | -2.4% | -9.5% | -8.4% | ? | 1.9
O=C(O)c1ccc(-n2cc(-c3cc4ccccc4oc3=O)[nH]c2=S)cc1 | 2.3% | 2.0% | -17.0 | -0.4% | -27.3% | 0.9% | -3.0% | 11.1% | 1.1
CCN1CCN(CC(=O)Nc2ccc(C(C)=O)cc2)CC1 | 2.7% | 29.6% | 6.4 | 1.8% | 14.0% | -2.5% | i | -11.1% | -7.5
Cc1oc(-c2ccccc2F)nc1CN1CCC(C(=O)NCCc2ccc(Cl)cc2)CC1 | -6.6% | -1.0% | / | / | 4.4% | / | -12.3% | 2.9% | -20.5
CCOc1cccc2sc(=NC(=O)c3ccc(S(=O)(=O)N4CCOCC4)cc3)n(C)c12 | 6.1%&2.7% | -4.1%&-16.4% | 44.9 | -0.7%&1.5% | 5.3%&3.3% | 1.3% | -14.3% | -7.4%&-19.3% | 7.0&-1.7
C=CCNC(=O)C1=NN(c2c(F)c(F)cc(F)c2F)C(=O)CC1 | 13.2% | -10.9% | -16.8 | 6.2% | 3.1% | 0.7% | i | -22.0% | -4.7
COc1ccc2c(CC(=O)N[C@@H](Cc3c[nH]c4ccccc34)C(=O)O)cc(=O)oc2c1 | -2.2% | -5.4% | 0.0 | 0.8% | 7.1% | 6.3% | -4.1% | -21.1% | -0.8
O=C(Cn1cncn1)N/N=C/c1ccccc1Cl | 12.3% | ? | -4.2 | -7.0% | -6.4% | -9.9% | -23.2% | -4.7% | 2.8
Cc1ccc2nc(-c3ccco3)c(Cc3cccc(Cl)c3)n2c1 | 4.0% | 1.7% | -5.9 | 14.0% | ? | 17.5% | -9.2% | ? | -12.7
CC1(C)CC2CC(C)(CN2S(=O)(=O)c2ccc(F)cc2F)C1 (stereo not drawn) | 9.7% | ? | -5.9 | -3.5% | ? | -1.3% | -22.9% | -14.4% | -1.1
COc1ccccc1C1CC(=O)Oc2ccc(C(C)(C)C)cc21 (stereo not drawn) | -13.5% | 0.0% | -7.2 | -3.9% | -15.9% | -22.3% | i | ? | -17.4
O=C(Cn1nc([N+](=O)[O-])nc1Br)NC1CCCCC1 | -4.7% | -13.9% | -4.4 | 7.9% | 5.1% | 4.6% | -28.1% | 0.2% | 6.1
CCCN(CCC)CCCNC(=O)c1cn(CC)c2ccc(S(=O)(=O)N3CCOCC3)cc2c1=O | -5.4% | -22.0% | 3.0 | 1.1% | 0.8% | 19.3% | -12.6% | 0.2% | 6.0
COc1ccc(CC(C)CC(=O)NCCc2ccc(OC)c(OC)c2)cc1 (stereo not drawn) | 8.2% | ? | 24.2 | 4.7% | 4.4% | 5.1% | -26.1% | 24.2% | 1.9
Clc1cccc(CSc2ccc(-c3ccco3)nn2)c1 | 12.3%[7.66 µM] | ? | -3.0 | -0.2% | 14.5%[7.66 µM] | -8.3% | -11.2% | ? | -4.2
COc1ccc(Nc2ccc(C(=O)O)cc2[N+](=O)[O-])cc1 | -29.7% | 6.1% | ? | -5.6% | 2.9% | 4.4% | -18.2% | ? | -0.5
O=C(c1cc2ncc(CCCl)cn2n1)N1CCCCCC1 | -5.0% | 0.1% | -14.2 | -0.4% | 16.4% | -3.4% | i | 8.5% | -14.2
Cn1c(Nc2ccccc2)nc2ccccc21 | 15.8% | -10.7% | -15.7 | 6.9% | -1.0% | -5.2% | -34.0%[inhibitor] | -14.9% | -6.7
COc1ccc(NC(=O)C(=O)NCC2CCCN2S(=O)(=O)c2ccc(C)cc2)cc1 (stereo not drawn) | -27.5% | 0.231µM* | -16.5 | 28.6% | ? | -10.0% | i | -13.9% | 0.8
COc1cccc(-c2csc(N3CCN(C(=S)Nc4ccccc4Cl)CC3)n2)c1 | 6.7% | -25.8% | 24.3 | 1.3% | ? | -13.2% | i | ? | 22.1
CC1(C)OC(=O)C2=C(C[C@@H](C3CCCC3)O[C@@H]2c2ccc(Cl)cc2)O1 | -2.3% | ? | 1.0 | -4.3% | ? | 5.4% | -5.0% | 11.6% | 0.2
CN(c1ccc(C(=O)NCCc2ccccc2)cc1)S(C)(=O)=O | 5.0% | 9.9% | 45.4 | -21.1% | -2.0% | 1.6% | -7.2%[57.5 µM] | -21.0% | 4.1
CS(=O)(=O)c1ccc(NC(=O)CCN2C(=O)C3CCCCC3C2=O)cc1 (stereo not drawn) | 5.4% | 15.2% | -1.7 | 1.2% | 2.8% | -2.0% | -12.1% | -33.7%[inhibitor] | -18.6
CCN1CCCC1CNC(=O)c1ccc2c(c1)N(Cc1ccccc1F)C(=O)c1ccccc1S2(=O)=O (stereo not drawn) | -3.8% | 27.8% | 12.6 | 8.5% | ? | -5.7% | i | 15.7% | -12.7
CCOc1ccc(-c2cc(C(=O)Oc3ccc(C#N)cc3)no2)cc1 | 0.7% | / | / | / | 3.5% | / | 29.1% | 28.1% | -40.6
O=C1NC(=O)C2C1C(c1ccccc1)N1C3C(=O)NC(=O)C3C(c3ccccc3)N21 (stereo not drawn) | -2.5% | 20.2% | -17.7 | -8.9% | 22.9% | -7.5% | i | -3.9% | -5.5
O=C(NCc1ccccc1)C1Cc2c(-c3ccc(Cl)cc3)ccnc2O1 (stereo not drawn) | ? | 1.46µM* | 18.2 | 20.8% | ? | ? | -9.7% | 20µM* | -10.3
COc1ccc(CN2C(=O)c3ccccc3C2=O)cc1C(=O)N(C)CC(=O)Nc1c(C)cccc1C | 4.4% | -14.1% | 0.0 | -2.7% | 20.9% | 0.3% | -19.3% | 8.0% | 8.3
CCCCOc1ccc(C(=O)N2CC(C)OC(C)C2)cc1 (stereo not drawn) | 0.7% | 7.6% | 16.4 | 16.4% | -0.6% | 4.0% | i | -8.8% | -4.8
COc1cccc(CN2CCN(S(=O)(=O)c3ccccc3)CC2)c1OC | -19.9% | -13.0% | 2.1 | 3.1% | -10.2% | 2.3% | -15.4% | 10.6% | 4.4
CN(C)S(=O)(=O)Oc1ccsc1C(=O)Nc1ccc(Br)cc1 | 5.3% | ? | -1.5 | 17.6% | ? | 9.8% | -31.9%[inhibitor] | 12.6µM* | -1.1
COC(=O)[C@@H](NCc1ccc(B(O)O)cc1)C(C)C | -4.5% | -0.7% | -1.1 | 4.7% | 10.8% | -3.0% | i | 12.1% | 12.0
CC1=C(C(=O)OC2CCCCC2)C(c2ccccc2F)NC(=O)N1 (stereo not drawn) | -3.3% | -3.9% | -1.8 | 8.0% | ? | 0.1% | -14.2% | 4.3% | 4.3

An excerpt of these results, as tab-separated lines.
mol	GLP1R cytotox	KB-V1 cytotox	DRD3 antagonist	GLP-1R agonist	GLP1R inv ag	aSyn yeast inh	PTHR1 agonist	TDP43 rescue	D3 ag
CC1(C)OC(=O)C2=C(C[C@@H](C3CCCC3)O[C@@H]2c2ccc(Cl)cc2)O1	-2.3%	?	1.0	-4.3%	?	5.4%	-5.0%	11.6%	0.2
CCOc1ccc(-c2cc(C(=O)Oc3ccc(C#N)cc3)no2)cc1	0.7%	/	/	/	3.5%	/	29.1%	28.1%	-40.6

From PubChem BioAssay

The list is partial; count on the stated rates, not on these rows.
